CBFb RUNX1 block – blocks binding between human CBF-beta and RUNX1; Q01196+Q13951; AlphaScreen CBFb-His/RUNX1-biotin binding, biochemical; Potency, µM (doses to about 59.8 µM), inactives show at the highest dose activity, negative = inhibition, actives largely listed as inhibitors; 230,000 tested, under 10 active; AID 1477; further: % of control where 0% means no effect
Target sequence (Q01196 whole entry, looked up): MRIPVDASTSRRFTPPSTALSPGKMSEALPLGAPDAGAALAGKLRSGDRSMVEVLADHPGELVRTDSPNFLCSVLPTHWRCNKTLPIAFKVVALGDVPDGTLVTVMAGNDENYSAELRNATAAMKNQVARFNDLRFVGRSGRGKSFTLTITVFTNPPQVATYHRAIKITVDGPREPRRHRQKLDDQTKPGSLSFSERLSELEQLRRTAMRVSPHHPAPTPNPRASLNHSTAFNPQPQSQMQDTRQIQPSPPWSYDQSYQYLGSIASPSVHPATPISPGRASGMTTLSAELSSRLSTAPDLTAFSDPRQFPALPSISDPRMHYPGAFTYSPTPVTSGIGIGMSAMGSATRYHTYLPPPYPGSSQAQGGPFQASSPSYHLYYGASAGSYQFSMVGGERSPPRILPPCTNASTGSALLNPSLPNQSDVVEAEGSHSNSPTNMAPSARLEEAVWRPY
Target sequence (Q13951 whole entry, looked up): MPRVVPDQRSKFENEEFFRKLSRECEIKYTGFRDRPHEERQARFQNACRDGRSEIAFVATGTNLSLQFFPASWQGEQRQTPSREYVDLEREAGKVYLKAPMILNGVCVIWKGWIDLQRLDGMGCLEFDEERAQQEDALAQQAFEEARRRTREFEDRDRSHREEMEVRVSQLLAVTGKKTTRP
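Compounds were screened at multiple concentrations against a preformed CBF-beta(His)/RUNX1(biotin) complex (30 nM of each) for 15 min at room temperature, followed by 90 min with nickel and streptavidin beads and AlphaScreen reading.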
SMN2 splice up – SMN2 splice variant enhancement | HEK293 SMN2-luciferase splicing reporter, luminescence, 30-36 h | Potency, µM (titrated, usually from 46.1 µM), for the others: at the highest dose activity change, positive = activation, usual class: activators | actives 2.8% (n = 210,000); further: potency means the concentration at half of the fitted maximal effect; % of control where 0% means no effect; nearly all actives have a fitted effect of over 55% in size
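HEK293 cells carry an SMN2 […]–luciferase reporter in which exon 7 inclusion puts luciferase in frame. Cells were plated 10-12 h before compound addition, then incubated 30-36 h at 37C. ONE-Glo luminescence was read; sodium butyrate at 4.5 mM final served as control.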
HTT ATP protect – protects HTT-Q103 PC12 cells, measured by ATP; Potency, µM (doses to about 56.4 µM), inactives show cytoprotection (ATP increase), actives largely listed as activators; actives 0.14% (n = 230,000); PC12 HTT-Q103 induced, cytoprotection, ATP luminescence, 40 h; AID 1471;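 further: potency means the concentration at half of the fitted maximal effect; % of control where 0% means no effect; nearly all actives have a fitted effect of over 45% in size; toxic huntingtin expression switched on by the ecdysone agonist tebufenozide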
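Compounds were screened for protection of PC12 cells against cell death after tebufenozide induction (100 nM final) of mutant Huntingtin exon 1 (Q103) fused to GFP.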
Luc counter – counter-screen: inhibitors of Kinase-Glo firefly luciferase. Potency, µM (titrated, usually from 38.3 µM), for the others: top-dose activity change, negative = inhibition, actives largely listed as inhibitors. Kinase-Glo luciferase, ATP luminescence, 8 min. Q27757. actives 0.28% (n = 200,000). AID 1379; further: potency means the concentration at half of the fitted maximal effect; on the % scale 0 is the no-effect control and ±100 the full control effect; nearly all actives have a fitted effect of over 60% in size
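Inhibition of Kinase-Glo luciferase light generation was assessed at 10 uM ATP in pH 7.2 imidazole buffer, with luminescence measured after eight minutes at ambient temperature.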
IMPase Li cell – cell-permeable IMPase inhibitors with lithium potentiation. Potency, µM (titrated, usually from 59.4 µM), inactives show at the highest dose activity, negative = IMPase inhibition, actives largely listed as inhibitors. CHO-M1 cells, IP1 TR-FRET (IP-One), carbachol + lithium. actives 0.35% (n = 210,000). AID 1457;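 further: IP1 builds up when IMPase is blocked and the TR-FRET signal falls; potency means the concentration at half of the fitted maximal effect; plate controls were basal vehicle for no effect and high inhibitor control for full effect; nearly all actives have a fitted effect of over 50% in size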
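CHO-M1, 2000 cells/well, 16–30 h culture; cpd + low Li+, 30 min 37C; lysis with d2-IP1/Eu-anti-IP1 Ab, 10 min RT; TR-FRET 665/620 ratio and 620 channel; AC50 via Hill.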
Lamin A splicing – changes lamin A minigene splicing in HeLa cells; Potency, µM (titrated, usually from 46.1 µM), for the others: at the top dose ratio change, negative = inhibition, most hits filed as inhibitors; actives 0.01% (n = 200,000); HeLa LMNA splicing GFP/RFP minigene ratio, 48 h; AID 1487; active means well fitted inhibition curve with a large enough effect in the signal ratio, with a control signal flat, not every such curve was filed as active; inconclusive means small, poorly fitted or top-dose-only effect, or effect the other way, or a change in a side signal; the % refers to the signal ratio; further: potency means the concentration at half of the fitted maximal effect; on the % scale 0 is the no-effect control and ±100 the full control effect
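Read-out is the ratio of GFP to DsRed2 object intensity, acquired by 488 nm laser-scanning cytometry on HeLa lamin A-EGFP minigene reporter cells. Compound incubation 48 hrs at 37 °C in Opti-MEM with 2% FBS; DMSO 0.5% final.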
HttQ103 aggreg – mutant huntingtin aggregation inhibition; PC12 HttQ103-GFP aggregates, Acumen cytometry, 40 h; Potency, µM (series often up to 46.1 µM), without a hit: at the top dose activity change, negative = inhibition, most hits filed as inhibitors; actives 1.1% (n = 220,000); AID 1688; further: potency means the concentration at half of the fitted maximal effect; on the % scale 0 is the no-effect control and ±100 the full control effect; nearly all actives have a fitted effect of over 60% in size
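Quantitative HTS on tebufenozide-induced (100 nM) PC12 cells stably expressing polyQ103 Huntingtin exon 1–GFP. Reduction of bright GFP aggregates, detected by laser scanning cytometry after lysis, identified actives across the titration.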
An asterisk follows results filed as active; ? = inconclusive; / = not tested or not shown; [ ] = remark or other dose. Unless noted, the call rests on the fitted dose curve; in most records, active means well fitted curve in the direction sought with a large enough effect; inconclusive means small, poorly fitted or top-dose-only effect, or another doubt; inactive means no such curve, though single readings can be large; an effect the other way counts as inactive or inconclusive.

Labels used below – A = CBFb RUNX1 block; B = SMN2 splice up; C = HTT ATP protect; D = Luc counter; E = IMPase Li cell; F = Lamin A splicing; G = HttQ103 aggreg
> COC(=O)c1ccccc1NC(=O)Cn1nnc(-c2ccc(OC)cc2)n1
  A: 22%	B: 2%	C: 12%[10 µM]	D: 0%	E: 6%	F: -29%[46 µM]	G: -5%

> CC(C)CC(C(=O)O)N(Cc1ccccc1)Cc1ccccc1 (configuration not stated)
  A: 24%	B: -4%	C: 14%[1.9 µM]	D: 9%	E: 19%	F: -19%	G: ?

> O=c1c(O)c(Br)ccc2c(Br)c(O)c(O)c(O)c12
  A: /	B: 8%	C: -29%	D: -4%	E: 38%[activator]	F: /	G: /

> COc1ccc(-c2noc(-c3ccc(C)cc3)n2)cc1
  A: 9%	B: 18µM*	C: -48%[inhibitor]	D: -1%	E: 24%[38.3 µM]	F: 8%	G: -14%

> CCN1CCN(C(=O)/C=C/c2ccccc2[N+](=O)[O-])CC1
  A: 5%	B: -1%	C: 6%[10 µM]	D: 0%	E: 8%	F: -13%[46 µM]	G: 13%[9.22 µM]

> O=C(NC1=NCCS1)c1cc(-c2ccc(F)cc2)nc2ccccc12
  A: -3%	B: 11%	C: 3%[1.9 µM]	D: -4%	E: -4%	F: ?	G: -30%

> Cc1c(NC(=O)Cn2[nH]c(=O)c3ccccc3c2=O)c(=O)n(-c2ccccc2)n1C
  A: 1%	B: -5%	C: -33%	D: 19%	E: 26%[38.3 µM]	F: 10%	G: 9%

> COc1ccc(S(=O)(=O)NCCC(C)C)cc1C
  A: 3%	B: -17%	C: 12%	D: -2%	E: 40%[38.3 µM]	F: -2%	G: -1%

> Cn1c(SCC(=O)Nc2nccs2)nnc1-c1ccco1
  A: 3%	B: 5%	C: 3%[10 µM]	D: 1%	E: -6%	F: -2%	G: 18%

> CC1C(=O)NN=C1C(=O)N/N=C\c1ccc(O)cc1O (configuration not stated)
  A: /	B: -3%	C: 4%[10 µM]	D: -25%	E: 13%	F: -7%	G: -1%

> FC(F)(F)c1cnc(NNC(=S)Nc2ccc(Cl)cc2)c(Cl)c1
  A: -14%	B: -72%[inhibitor]	C: 7%[10 µM]	D: 1%	E: 7%	F: ?	G: 11µM*

> CCOC(=O)C1=C(c2ccccc2)NC(=O)NC1c1cc(Cl)c(O)c(OC)c1 (configuration not stated)
  A: 3%	B: 20%	C: -28%	D: 0%	E: 1%	F: /	G: -6%

> O=C(CC1SC(=Nc2ccc(OC(F)F)cc2)N(CCN2CCOCC2)C1=O)Nc1ccc(F)cc1F (configuration not stated)
  A: 4%	B: -29%	C: -16%[10 µM]	D: -3%	E: -4%	F: 4%[46 µM]	G: -13%

> CCCCC(CC(O)COCCC)C(=O)NN (configuration not stated)
  A: 1%	B: /	C: -18%[10 µM]	D: -1%	E: 0%	F: /	G: -21%[9.22 µM]

> Cc1cccc2nc3ccccc3nc12
  A: -14%	B: 0%	C: -3%[10 µM]	D: -1%	E: -3%	F: 8%[46 µM]	G: -2%

> c1ccc(Nc2scc(-c3ccccc3)[n+]2Cc2ccco2)cc1
  A: -14%	B: -7%	C: -24%	D: 1%	E: 7%	F: ?	G: -12%

> COc1ccc([C@@H](C)c2cc3c(cc2O)OCO3)cc1
  A: /	B: -29%[9.22 µM]	C: -14%[10 µM]	D: -5%[7.66 µM]	E: 2%	F: /	G: /

> CCCOc1ccc(C(=O)c2ccccc2C(=O)O)cc1OCCC
  A: 10%	B: /	C: 18%[10 µM]	D: /	E: /	F: /	G: 17%[9.22 µM]

> COC(=O)N1CCC2(CC1)CN(C(c1ccccc1)c1ccccc1)C2
  A: /	B: 2%	C: 2%	D: 2%	E: 20%	F: /	G: /

> C=CCn1cnc2c(nnn2-c2ccc(C)c(C)c2)c1=O
  A: 1%	B: ?	C: -6%	D: 2%	E: 0%	F: 3%[9.22 µM]	G: 0%

> COc1ccc(N(CC(O)Cn2c3ccccc3c3ccccc32)S(=O)(=O)c2ccccc2)cc1 (configuration not stated)
  A: 0%	B: -34%[inhibitor]	C: -61%[inhibitor]	D: -2%	E: -3%[38.3 µM]	F: 16%[0.0737 µM]	G: ?

> CCC1CCCCN1C(=O)CSc1nnc(-c2ccc(Cl)cc2)o1 (configuration not stated)
  A: -4%	B: -45%[inhibitor]	C: 0%	D: 1%	E: 11%[38.3 µM]	F: 2%	G: -32%

> Clc1ccc(CSc2nnc([C@@H]3CCCN3)o2)cc1Cl
  A: 2%	B: -6%	C: -13%[0.074 µM]	D: 0%	E: 0%[38.3 µM]	F: -1%	G: -11%

> Cc1ccc(S(=O)(=O)NC(=O)NC(=O)N(C)S(=O)(=O)c2ccc(C)cc2)cc1
  A: 10%	B: -16%	C: 6%	D: 2%	E: 2%	F: 7%[9.22 µM]	G: -6%

> O=C(CSc1ncnc2sc3c(c12)CCCCC3)NCc1ccco1
  A: -2%	B: -7%	C: -93%[inhibitor][0.074 µM]	D: -8%	E: 5%[38.3 µM]	F: -14%	G: -6%

> Cn1c(=O)nc2n(Cc3ccccc3)c3cccc(Cl)c3cc-2c1=O
  A: 4%	B: -6%	C: 2%[10 µM]	D: 0%	E: 4%	F: -9%	G: -2%

> CCC1CCCCN1Cc1ccc(CNS(=O)(=O)c2ccc3c(c2)oc(=O)n3C)o1 (configuration not stated)
  A: 0%	B: -23%	C: 36%	D: 2%	E: 12%[38.3 µM]	F: 7%	G: 4%

> Cc1nn(-c2ccccc2)c(Cl)c1/C=N/NC(=O)c1ccccc1NS(=O)(=O)c1cccs1
  A: -13%	B: -36%[inhibitor]	C: 14%[10 µM]	D: 26%	E: 15%	F: ?	G: -6%

> COC(=O)C/C=C/[C@@H](C)[C@H](NC(=O)OCC(Cl)(Cl)Cl)c1ccc2ccccc2c1
  A: 10%	B: -4%	C: -9%	D: 0%	E: 14%	F: /	G: /

> COc1cc2c3c(c1OC)C1(C=CC(=O)C=C1)CC3N(C(=O)CCC(=O)O)CC2 (configuration not stated)
  A: ?	B: /	C: -12%[10 µM]	D: /	E: /	F: /	G: -28%[9.22 µM]

> CCn1cnc2sc(C(=O)N3CCN(c4ccc(OC)cc4)CC3)c(C)c2c1=O
  A: -4%	B: 7%	C: ?	D: 1%	E: -8%[38.3 µM]	F: 2%	G: -1%

> CN(Cc1n[nH]c(=S)n1C)S(=O)(=O)c1ccccc1
  A: 0%	B: -16%	C: -25%	D: -2%	E: 1%[38.3 µM]	F: 2%	G: 2%

> CCCOc1ccc(-c2nc(C#N)c(N3CCN(C)CC3)o2)cc1
  A: -4%	B: -41%[inhibitor]	C: -22%	D: -1%	E: -2%[38.3 µM]	F: ?	G: 8%

> CCC(C)[C@H](NC(=O)NCC1CCCO1)C(=O)OC (some centres not stated)
  A: 7%	B: 4%	C: 3%	D: 2%	E: 35%[38.3 µM]	F: 4%	G: ?

> Cc1ccc(NC(=O)Cn2cnc3ccccc32)cc1C
  A: 3%	B: -77%[inhibitor]	C: -21%	D: -1%	E: -1%	F: /	G: ?

> COc1ccc(CS(=O)(=O)c2nc(C)cc(C)c2S(C)(=O)=O)cc1
  A: 4%	B: 1%	C: 5%[10 µM]	D: -1%	E: -5%	F: 13%[46 µM]	G: -6%

> N#Cc1nc(N)nc(N(c2ccccc2)c2ccccc2)n1
  A: -20%	B: -39%[inhibitor]	C: -48%[inhibitor]	D: -1%	E: -4%[38.3 µM]	F: ?	G: 25%

> COc1ccc(C2CC(c3cccs3)n3nc(N)nc3N2)cc1 (configuration not stated)
  A: -3%	B: -1%	C: -2%	D: 0%	E: 5%	F: -3%	G: -7%

> CCCN(CCC)Cc1c(C(=O)OCC)nnn1-c1nonc1N
  A: 5%	B: -15%	C: 3%	D: 0%	E: 5%[38.3 µM]	F: 6%	G: 23%

> N=C(N)SCc1nc(-c2ccc(Cl)cc2)no1
  A: /	B: 0%[9.22 µM]	C: -4%[10 µM]	D: -1%[7.66 µM]	E: 3%	F: /	G: /

Profiles, looked up by structure. Order of values: CBFb RUNX1 block | SMN2 splice up | HTT ATP protect | Luc counter | IMPase Li cell | Lamin A splicing | HttQ103 aggreg
Results for N#Cc1nc(N)nc(N(c2ccccc2)c2ccccc2)n1 → -20% | -39%[inhibitor] | -48%[inhibitor] | -1% | -4%[38.3 µM] | ? | 25%
Results for CCC(C)[C@H](NC(=O)NCC1CCCO1)C(=O)OC (some centres not stated) → 7% | 4% | 3% | 2% | 35%[38.3 µM] | 4% | ?
Results for N=C(N)SCc1nc(-c2ccc(Cl)cc2)no1 → / | 0%[9.22 µM] | -4%[10 µM] | -1%[7.66 µM] | 3% | / | /
Results for CCCOc1ccc(-c2nc(C#N)c(N3CCN(C)CC3)o2)cc1 → -4% | -41%[inhibitor] | -22% | -1% | -2%[38.3 µM] | ? | 8%

Later entries
Labels used below – A = CBFb RUNX1 block; B = SMN2 splice up; C = HTT ATP protect; D = Luc counter; E = IMPase Li cell; F = Lamin A splicing; G = HttQ103 aggreg
> CC(=O)c1cccc(NC(=O)C2CCN(S(=O)(=O)c3ccc(F)cc3)CC2)c1
  A: 2%	B: -18%	C: -2%	D: 3%	E: 11%[38.3 µM]	F: 10%	G: 2%

> CCOC(=O)NCc1ccc(S(=O)(=O)Nc2c(C)cccc2C)cc1
  A: 3%	B: 17%	C: 15%	D: -2%	E: 21%[38.3 µM]	F: -12%	G: -4%

> CC(=N/O)/C(=N\O)c1ccc(C)o1
  A: 9%	B: -12%	C: -36%	D: -4%	E: -4%[38.3 µM]	F: 7%	G: 8%

> O=c1c2ccccc2nc(SCc2cn3ccsc3n2)n1-c1ccccc1F
  A: 6%	B: ?	C: 17%	D: 3%	E: 36%[activator][38.3 µM]	F: 10%	G: -1%

> COc1cccc(-c2cncnc2NCc2cccc(C)c2)c1
  A: /	B: /	C: -98%[inhibitor]	D: /	E: 14%	F: ?	G: /

> Cc1ccc(/C=N/Nc2ccc(C(=O)O)cc2)o1
  A: 0%	B: 10µM*	C: -22%	D: -16%	E: 19%	F: -2%[46 µM]	G: 6%

> COC(=O)c1ccc(NC(=O)Cc2ccc(C)cc2)cc1
  A: -7%	B: -11%	C: 2%	D: -4%	E: 22%[38.3 µM]	F: 4%	G: 4%
